High-throughput results deposited in PubChem by Broad Institute.
mut p53 react: mutant p53 pathway re-activators, primary screen, cell-based, SW480, luciferase, single point, HTS. hit rate 1.5% among 28,000. activation, % at 9.98 µM. AID 624151, 2012. SW480 PUMA-promoter luciferase, p53 mutant reactivation; in the data active = activation above about 52%; inconclusive = no clear call, values can overlap the other calls
STK33 kin inh: STK33 kinase inhibitors, primary screen, biochemical, luminescence, ADP-Glo, MBP substrate; inhibition, % at 12.5 µM; hit rate 0.44% among 27,000; in the data active = inhibition above about 20%; inconclusive = no clear call, values can overlap the other calls
Target sequence (Q9BYT3 whole entry, looked up): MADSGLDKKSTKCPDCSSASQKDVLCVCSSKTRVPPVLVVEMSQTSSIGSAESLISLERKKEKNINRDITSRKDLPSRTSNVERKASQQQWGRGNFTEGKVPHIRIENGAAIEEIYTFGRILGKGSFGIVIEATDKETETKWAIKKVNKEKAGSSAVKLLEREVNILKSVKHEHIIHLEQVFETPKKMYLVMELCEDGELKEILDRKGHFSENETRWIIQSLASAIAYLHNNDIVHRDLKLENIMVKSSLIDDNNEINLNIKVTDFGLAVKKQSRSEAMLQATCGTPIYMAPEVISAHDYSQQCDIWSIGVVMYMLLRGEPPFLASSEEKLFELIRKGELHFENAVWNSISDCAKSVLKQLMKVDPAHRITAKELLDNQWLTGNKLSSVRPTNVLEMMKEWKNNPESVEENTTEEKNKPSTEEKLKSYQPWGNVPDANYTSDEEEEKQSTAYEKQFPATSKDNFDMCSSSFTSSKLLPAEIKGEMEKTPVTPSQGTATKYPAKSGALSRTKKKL
Starred values were filed as active, the others as inactive; ? = inconclusive; / = no result given.

SMILES	mut p53 react	STK33 kin inh
C[C@H]1CN([C@@H](C)CO)C(=O)c2cc(NC(=O)Cc3ccccc3)ccc2O[C@H]1CN(C)CC1CC1	0	-3
Cc1cc(Cl)ccc1NC(=O)Cn1cnc2sc(C)c(-c3ccc(F)cc3)c2c1=O	-8	-4
C[C@H](CO)N1C[C@H](C)[C@@H](CN(C)CC2CCCC2)Oc2cc(Br)ccc2S1(=O)=O	-21	/
C[C@H]1CN([C@@H](C)CO)C(=O)c2cccc(NS(=O)(=O)c3cn(C)cn3)c2O[C@H]1CN(C)S(=O)(=O)c1ccc(F)cc1	-3	/
COc1cc(C2c3c(cc(OC)c(O)c3OC)CC(CO)C2COC2OCC(O)C(O)C2O)cc(OC)c1O (centres undefined)	/	2
C[C@H](CO)N1C[C@H](C)[C@H](CN(C)S(=O)(=O)c2cccs2)Oc2ncc(C#CCN(C)C)cc2C1=O	/	-3
CCC(=O)c1ccc2c(c1)N(CC(C)N(C)C)c1ccccc1S2 (centres undefined)	/	-1
C[C@@H]1CN([C@H](C)CO)C(=O)c2cc(NC(=O)Nc3ccc(F)cc3)ccc2O[C@@H]1CN(C)S(=O)(=O)c1cccs1	-3	/
COc1ccc(-c2oc3c(OC)c(OC)c(OC)c(O)c3c(=O)c2OC)cc1OC	-24	7
Cc1c(Cl)cccc1NC(=O)CN(c1cccc(F)c1)S(C)(=O)=O	4	-4
Cc1noc(C)c1NC(=O)N(C)C[C@@H]1Oc2ccc(NC(=O)Nc3ccccc3)cc2CC(=O)N([C@H](C)CO)C[C@@H]1C	/	-1
Cc1cccc(NC(c2ccccc2C)c2ccc3ccc(C)nc3c2O)n1 (centres undefined)	-15	15
CC1(C)CC[C@@]2(C(=O)O[C@@H]3O[C@H](CO)[C@@H](O)[C@H](O)[C@H]3O)C(C1)C1=CCC3[C@@]4(C)CC[C@@H](O[C@@H]5O[C@H](CO)[C@@H](O)[C@H](O)[C@H]5O[C@@H]5O[C@H](CO)[C@@H](O)[C@H](O)[C@H]5O)C(C)(C)C4CC[C@@]3(C)[C@]1(C)C[C@H]2O (some centres undefined)	2	-2
COc1cccc(N(CC(=O)Nc2cc(C(F)(F)F)ccc2Cl)S(C)(=O)=O)c1	6	-3
COc1ccccc1N1CCN(CC(C(=O)NC(C)(C)C)c2ccccc2)CC1 (centres undefined)	4	/
C[C@@H]1CN([C@H](C)CO)C(=O)c2cc(/C=C/c3ccccc3)cnc2O[C@@H]1CN(C)Cc1ccc2c(c1)OCO2	-15	/
CCCN(C)C[C@H]1Oc2cc(-c3ccccc3OC)ccc2S(=O)(=O)N([C@H](C)CO)C[C@H]1C	6	/
COc1cccc(-c2ccc3c(c2)O[C@@H](CN(C)C(=O)c2ccccc2F)[C@H](C)CN([C@H](C)CO)S3(=O)=O)c1	4	/
C[C@@H]1CCCCO[C@@H](CN(C)C(=O)Cc2ccccc2)[C@H](C)CN([C@@H](C)CO)C(=O)c2cc(NS(=O)(=O)c3cccs3)ccc2O1	7	/
CC(C)=CCCC(C)(O)C1Cc2cc(C(=O)O)cc(CC=C(C)C)c2O1 (centres undefined)	/	-12
CC(C)(C)OC(=O)N1CCC(c2cc(=O)n3[nH]cc(C(=O)Nc4ccc(F)c(Cl)c4)c3n2)CC1	-12	/
CNC[C@H]1Oc2ccc(NC(=O)Cc3ccccc3)cc2CC(=O)N([C@H](C)CO)C[C@H]1C	-2	1
C[C@@H]1CCCCO[C@@H](CN(C)CC2CCCCC2)[C@@H](C)CN([C@H](C)CO)C(=O)c2cc(NS(=O)(=O)c3ccc(F)cc3)ccc2O1	/	0
CC(C)NC(=O)N(C)C[C@@H]1Oc2ccc(NS(=O)(=O)c3cccs3)cc2C(=O)N([C@H](C)CO)C[C@@H]1C	5	/
O=C(Nc1cccc(C(F)(F)F)c1)/C(=C\c1cccs1)c1ccsc1	14	/

Compounds from the list above with a CF3 group, in the order listed:
SMILES	mut p53 react	STK33 kin inh
COc1cccc(N(CC(=O)Nc2cc(C(F)(F)F)ccc2Cl)S(C)(=O)=O)c1	6	-3
O=C(Nc1cccc(C(F)(F)F)c1)/C(=C\c1cccs1)c1ccsc1	14	/

Remaining list, next part:
SMILES	mut p53 react	STK33 kin inh
CCN(CC(=O)Nc1ccc(Br)cc1F)S(=O)(=O)c1ccc(Cl)cc1	0	-1
C[C@@H]1CN([C@H](C)CO)C(=O)c2cc(NS(=O)(=O)c3cn(C)cn3)ccc2O[C@H]1CN(C)C(=O)NC1CCCCC1	8	/
COc1ccc(C(=O)N(Cc2nc(-c3ccccc3)no2)C(C)C)cc1[N+](=O)[O-]	2	-10
CCOc1cc(S(=O)(=O)NCc2ccccn2)ccc1Cl	-5	1
C[C@H](CO)N1C[C@H](C)[C@H](CN(C)S(=O)(=O)c2cn(C)cn2)Oc2ccc(NS(=O)(=O)c3ccccc3)cc2CC1=O	/	-2
CCc1cc2c(NCC3CCCO3)ncnc2s1 (centres undefined)	-2	2
C[C@H]1CN([C@@H](C)CO)C(=O)c2cc(-c3cccc(F)c3)cnc2O[C@H]1CN(C)C(=O)Nc1ccccc1F	-6	/
Cc1cccc(OCC(=O)Nc2ccc(Cl)c(-c3nc4ccccc4s3)c2)c1	14	-2
C=CCOC(=O)C1=C[C@@H](c2ccc3c(c2)OCO3)C[C@@H](OCc2ccc(CO)cc2)O1	/	1
CCOC(=O)c1c(CS(=O)c2ccc(Cl)cc2)oc2c(F)c(F)c(F)c(F)c12 (centres undefined)	-7	/
C[C@@H]1CCCCO[C@H](CN(C)C(=O)NC2CCCCC2)[C@H](C)CN([C@@H](C)CO)C(=O)c2cc(NS(=O)(=O)c3ccccc3)ccc2O1	-14	/
O=C(CSC1CC(=O)N(c2ccccc2)C1=O)Nc1cccc(Br)c1 (centres undefined)	2	-1
Nc1ccc(S(=O)(=O)Nc2ncccn2)cc1	-1	-3
O=C1c2c(O)cc(O)cc2O[C@H](c2ccccc2)[C@H]1O	6	-1
C[C@H](CO)N1C[C@H](C)[C@@H](CN(C)C(=O)CC2CC2)Oc2ncc(C#CC(C)(C)O)cc2C1=O	9	/
O=C(CSc1nnc(-c2ccccc2)o1)Nc1cccc(Br)c1	102*	3
CS(=O)(=O)N(CC(=O)Nc1cc(Cl)ccc1Cl)c1cc(Cl)c(Cl)cc1Cl	11	?
Cc1ccc(NC(=O)COc2ccc3c(=O)c(-c4ccccc4Cl)coc3c2)cc1	-8	1
Cc1cc(OCCCC(=O)Nc2sc3c(c2C#N)CCCC3)cc(C)c1Cl	-2	4
CC(C)NC(=O)N(C)C[C@H]1OCCCC[C@@H](C)Oc2ccc(N(C)C)cc2C(=O)N([C@H](C)CO)C[C@H]1C	0	/
C[C@@H]1CN([C@@H](C)CO)C(=O)c2cc(N(C)C)ccc2O[C@@H](C)CCCCO[C@H]1CN(C)C(=O)CCCN(C)C	0	/
Cc1cc2nn(-c3ccc(C(C)C)cc3)nc2cc1NC(=O)COc1ccccc1[N+](=O)[O-]	18	4
O=C1O[C@@H](c2ccccc2)[C@@H](c2ccccc2)N2[C@@H](c3ccc(O)cc3)[C@]3(C(=O)Nc4ccccc43)[C@@H](C(=O)N3CCCCCCC3)[C@H]12	/	7
C[C@H]1CN([C@@H](C)CO)C(=O)c2cccc(NC(=O)C3CCOCC3)c2O[C@@H]1CN(C)C(=O)Nc1ccc(C(F)(F)F)cc1	10	/
COc1ccc(NC(=O)Nc2ccc3c(c2)CC(=O)N([C@H](C)CO)C[C@@H](C)[C@H](CN(C)Cc2ccc(Oc4ccccc4)cc2)O3)cc1	/	1

Next section
SMILES	mut p53 react	STK33 kin inh
COc1cc(OC)c2c(O)c3c(c(-c4c5c(c(O)c6c(OC)cc(OC)cc46)CO[C@@H](C)[C@H]5O)c2c1)[C@H](O)[C@H](C)OC3	-4	-2
Cc1ccc(C(=O)CSc2nnc(-c3cc(C(C)(C)C)nn3Cc3cccc(C)c3)o2)cc1	/	2
C[C@@H]1CN([C@@H](C)CO)C(=O)Cc2cc(NC(=O)C3CC3)ccc2O[C@@H]1CN(C)Cc1ccc(C(=O)O)cc1	/	3
O=C(CSc1ncccn1)Nc1cc(Cl)cc(Cl)c1	19	-2
Cc1noc(C)c1S(=O)(=O)Nc1ccc2c(c1)C(=O)N([C@H](C)CO)C[C@H](C)[C@H](CN(C)S(C)(=O)=O)O2	/	-4
C[C@@H]1CN([C@H](C)CO)C(=O)CCCn2cc(nn2)CO[C@H]1CN(C)C(=O)Nc1ccc(C(F)(F)F)cc1	/	-2
C[C@H]1CN([C@@H](C)CO)C(=O)Cc2cc(N(C)C)ccc2O[C@@H]1CN(C)C(=O)Nc1ccccc1	9	-2
Cn1c(Cc2ccccc2)nnc1Sc1ccc([N+](=O)[O-])cc1C(=O)N1CCOCC1	-8	3
C[C@@H]1CCCCO[C@@H](CN(C)Cc2ccncc2)[C@@H](C)CN([C@H](C)CO)C(=O)c2cc(NS(=O)(=O)c3cn(C)cn3)ccc2O1	/	1
C[C@H]1CN([C@@H](C)CO)C(=O)Cc2cc(NC(=O)Cc3cn(C)c4ccccc34)ccc2O[C@@H]1CN(C)S(=O)(=O)c1ccccc1	/	2
C[C@@H]1CN([C@@H](C)CO)C(=O)Cc2cc(NC(=O)NC3CCCCC3)ccc2O[C@H]1CN(C)C(=O)Nc1ccc(F)cc1	-3	/
Cc1noc(C)c1NC(=O)N(C)C[C@@H]1Oc2c(NS(=O)(=O)c3ccccc3)cccc2C(=O)N([C@H](C)CO)C[C@H]1C	-3	/
COc1ccccc1NC(=O)CSC1=NC(c2ccccc2)CC(=O)N1 (centres undefined)	5	2
Cc1ccc(S(=O)(=O)CCC(=O)Nc2ccc(Cl)cc2)cc1	0	-4
c1ccc(-n2nnnc2CSc2nnnn2-c2ccccc2)cc1	2	-5
O=C(CSc1nc2ncccc2[nH]1)Nc1ccccc1Cl	14	5
C[C@@H]1CN([C@H](C)CO)C(=O)c2c(c3ccccc3n2C)-c2ccccc2CO[C@@H]1CN(C)C(=O)[C@@H](Cc1ccccc1)N(C)C	-13	/
COc1ccc(S(=O)(=O)N(C)CC(=O)Nc2ccccc2OC)cc1C	-4	-4
C[C@@H]1CCCCO[C@H](CN(C)C(=O)Cc2ccccc2)[C@@H](C)CN([C@H](C)CO)C(=O)c2cc(N(C)C)ccc2O1	/	-3
C=C1C(O)CC2C(C(=O)OC)=CO[C@@H](O[C@@H]3O[C@H](CO)[C@@H](O)[C@H](O)[C@H]3O)C12 (some centres undefined)	-4	-6
C[C@H]1CN([C@@H](C)CO)C(=O)CCCn2nncc2CO[C@@H]1CN(C)C(=O)Nc1ccc2c(c1)OCO2	/	-4
C[C@H]1CN([C@@H](C)CO)C(=O)Cc2cc(NC(=O)Nc3ccccc3)ccc2O[C@H]1CN(C)Cc1ccc(Oc2ccccc2)cc1	/	0
C[C@H]1CN([C@@H](C)CO)C(=O)Cc2cc(NC(=O)Cn3cnnn3)ccc2O[C@@H]1CN(C)S(C)(=O)=O	/	0
COCC#Cc1ccc2c(c1)O[C@H](CN(C)C(=O)Nc1ccccc1F)[C@H](C)CN([C@H](C)CO)S2(=O)=O	5	/
CCCNC(=O)N(C)C[C@@H]1Oc2cc(C#CC(C)(C)O)ccc2S(=O)(=O)N([C@@H](C)CO)C[C@H]1C	-10	/

Next structures follow:
SMILES	mut p53 react	STK33 kin inh
C[C@@H]1CN([C@@H](C)CO)C(=O)Cc2cc(NC(=O)NC3CCCCC3)ccc2O[C@@H]1CN(C)Cc1ccc(C(F)(F)F)cc1	/	-1
CCN(CC(=O)Nc1ccccc1)S(=O)(=O)c1ccc(Cl)cc1	1	4
C[C@@H]1CN([C@H](C)CO)S(=O)(=O)c2ccc(-c3ccc(C(=O)N(C)C)cc3)cc2O[C@H]1CN(C)C(=O)C1CCCCC1	-1	/
COc1ccc(NC(=O)Nc2ccc3c(c2)CC(=O)N([C@H](C)CO)C[C@H](C)[C@H](CN(C)C(=O)Nc2ccc(F)cc2)O3)cc1	/	-3
CCN1CCN(c2oc(COc3ccccc3C)nc2C#N)CC1	9	/
Cc1ccc(-c2csc3nnc(SCC(=O)Nc4nsc(-c5ccccc5)n4)n23)cc1	-8	-2
COC(=O)c1cc(OC)c(OC)cc1NC(=O)COc1ccc(C(C)(C)C)cc1Br	-9	0
CC1OC(OC2C(OC3C(O[C@H]4CC[C@@]5(C)C(CC[C@]6(C)C5CC=C5C7CC(C)(C)CC(O)[C@]7(C)CC[C@]56C)C4(C)C)OC(C(=O)O)C(O)C3O)OCC(O)C2O)C(O)C(O)C1O (some centres undefined)	13	4
O=c1cc(-c2ccc3ccccc3c2)[nH][nH]1	-15	/
COc1ccc(S(=O)(=O)N(C)CC(=O)NC2CCCC2)cc1Cl	2	-5

Filtered by structure: the entries above containing two or more sulfur atoms.
SMILES	mut p53 react	STK33 kin inh
C[C@H]1CN([C@@H](C)CO)C(=O)c2cccc(NS(=O)(=O)c3cn(C)cn3)c2O[C@H]1CN(C)S(=O)(=O)c1ccc(F)cc1	-3	/
C[C@H](CO)N1C[C@H](C)[C@H](CN(C)S(=O)(=O)c2cccs2)Oc2ncc(C#CCN(C)C)cc2C1=O	/	-3
C[C@@H]1CN([C@H](C)CO)C(=O)c2cc(NC(=O)Nc3ccc(F)cc3)ccc2O[C@@H]1CN(C)S(=O)(=O)c1cccs1	-3	/
C[C@@H]1CCCCO[C@@H](CN(C)C(=O)Cc2ccccc2)[C@H](C)CN([C@@H](C)CO)C(=O)c2cc(NS(=O)(=O)c3cccs3)ccc2O1	7	/
CC(C)NC(=O)N(C)C[C@@H]1Oc2ccc(NS(=O)(=O)c3cccs3)cc2C(=O)N([C@H](C)CO)C[C@@H]1C	5	/
O=C(Nc1cccc(C(F)(F)F)c1)/C(=C\c1cccs1)c1ccsc1	14	/
C[C@H](CO)N1C[C@H](C)[C@H](CN(C)S(=O)(=O)c2cn(C)cn2)Oc2ccc(NS(=O)(=O)c3ccccc3)cc2CC1=O	/	-2
Cc1noc(C)c1S(=O)(=O)Nc1ccc2c(c1)C(=O)N([C@H](C)CO)C[C@H](C)[C@H](CN(C)S(C)(=O)=O)O2	/	-4
Cc1ccc(-c2csc3nnc(SCC(=O)Nc4nsc(-c5ccccc5)n4)n23)cc1	-8	-2

Not all compounds are listed (hit frequency here may not be typical).
